Assay outcomes (PubChem)
TEAD-YAP inh: TEAD-YAP interaction inhibition; 1.4% of 640,000 active; inhibition, % at 9.12 µM; HEK-TIYL cells, TEAD-Gal4/YAP UAS-luciferase luminescence; in the data active means inhibition above about 32%;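 further: 0% = median of test compound wells and 100% = reference inhibitor wells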
MITF inh: inhibitors of human MITF. O75030. AlphaScreen MITF homodimerization, bead proximity signal. inhibition, % at 2.6 µM. 0.91% of 650,000 active. AID 1259374; in the data active means inhibition above about 50%;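 further: 0% = vehicle wells with protein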
Target sequence (O75030 whole entry, looked up): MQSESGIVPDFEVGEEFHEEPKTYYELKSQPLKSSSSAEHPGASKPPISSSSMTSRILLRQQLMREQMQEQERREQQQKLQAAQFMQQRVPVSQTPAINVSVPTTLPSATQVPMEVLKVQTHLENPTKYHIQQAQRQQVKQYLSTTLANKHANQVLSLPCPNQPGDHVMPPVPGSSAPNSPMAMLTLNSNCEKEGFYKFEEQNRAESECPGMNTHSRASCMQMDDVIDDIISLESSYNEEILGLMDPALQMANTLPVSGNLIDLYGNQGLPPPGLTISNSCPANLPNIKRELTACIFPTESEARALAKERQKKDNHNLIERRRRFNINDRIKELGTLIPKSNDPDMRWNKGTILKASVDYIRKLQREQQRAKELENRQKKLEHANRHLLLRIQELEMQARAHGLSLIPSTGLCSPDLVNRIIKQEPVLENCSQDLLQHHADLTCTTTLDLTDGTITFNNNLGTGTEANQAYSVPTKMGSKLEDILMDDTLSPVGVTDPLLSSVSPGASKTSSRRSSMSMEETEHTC
FBW7 act: activators of human E3 ligase FBW7. normalized activity (activation), % at 26.1 µM. 0.13% of 650,000 active. AlphaScreen FBW7–phospho-cyclin E peptide binding, activator screen. Q969H0. AID 1259310; in the data active means normalized activity above about 1.9%;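 further: purified mutant Fbw7 with reduced substrate affinity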
GPR151 activ: activators of human GPR151; PathHunter beta-arrestin GPR151 cells, luminescence; 1% of 650,000 active; activation, % at 11.2 µM; Q8TDV0; in the data active means activation above about 4.9%;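 further: 0% = median of compound wells and 100% = cells with positive control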
Target sequence (Q8TDV0 whole entry, looked up): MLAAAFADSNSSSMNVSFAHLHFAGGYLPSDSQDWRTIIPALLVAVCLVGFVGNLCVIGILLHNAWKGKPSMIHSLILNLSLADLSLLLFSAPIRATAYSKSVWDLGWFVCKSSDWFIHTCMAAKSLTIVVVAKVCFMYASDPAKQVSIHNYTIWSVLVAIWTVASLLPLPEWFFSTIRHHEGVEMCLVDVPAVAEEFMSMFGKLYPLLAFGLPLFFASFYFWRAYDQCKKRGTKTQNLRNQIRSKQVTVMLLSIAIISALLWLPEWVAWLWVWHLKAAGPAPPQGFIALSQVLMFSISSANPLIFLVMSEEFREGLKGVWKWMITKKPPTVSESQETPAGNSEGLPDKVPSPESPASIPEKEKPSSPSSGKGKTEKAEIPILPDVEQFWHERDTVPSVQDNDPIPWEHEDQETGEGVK
* hit, by the source's call.

Preview:
`COc1ccc(Cn2c(C)cc(O)cc2=O)cc1OC` gave TEAD-YAP inh 1, MITF inh 13, FBW7 act 0.0 and GPR151 activ -0.4.
`Cc1ccc(C2=CC(c3ccccc3OC(F)F)n3nnnc3N2)cc1` (stereo unspecified) gave TEAD-YAP inh -46, MITF inh 10, FBW7 act 0.2 and GPR151 activ 0.1.
For CCCN1CCN(C(=O)CCc2nnc3ccc(N4CCCCC4)nn23)CC1 the results were TEAD-YAP inh -1, MITF inh -2, FBW7 act -0.1 and GPR151 activ -1.0.
O=C(Nc1nc(-c2ccc(F)c(F)c2)cs1)c1ccc([N+](=O)[O-])cc1 was read as TEAD-YAP inh -1, MITF inh -7, FBW7 act -0.1 and GPR151 activ 0.5.
`Cc1ccc(-n2c(SCc3cc(=O)n4cc(Cl)ccc4n3)nc3ccsc3c2=O)cc1C` gave TEAD-YAP inh -4, MITF inh 4, FBW7 act 0.4 and GPR151 activ -1.4.

The listing (from the top)
`COc1ccc(Cn2c(C)cc(O)cc2=O)cc1OC` gave TEAD-YAP inh 1, MITF inh 13, FBW7 act 0.0 and GPR151 activ -0.4.
`Cc1ccc(C2=CC(c3ccccc3OC(F)F)n3nnnc3N2)cc1` (stereo unspecified) gave TEAD-YAP inh -46, MITF inh 10, FBW7 act 0.2 and GPR151 activ 0.1.
For CCCN1CCN(C(=O)CCc2nnc3ccc(N4CCCCC4)nn23)CC1 the results were TEAD-YAP inh -1, MITF inh -2, FBW7 act -0.1 and GPR151 activ -1.0.
O=C(Nc1nc(-c2ccc(F)c(F)c2)cs1)c1ccc([N+](=O)[O-])cc1 was read as TEAD-YAP inh -1, MITF inh -7, FBW7 act -0.1 and GPR151 activ 0.5.
`Cc1ccc(-n2c(SCc3cc(=O)n4cc(Cl)ccc4n3)nc3ccsc3c2=O)cc1C` gave TEAD-YAP inh -4, MITF inh 4, FBW7 act 0.4 and GPR151 activ -1.4.
Screening CCCOC(=O)C1=C(C)NC(=O)NC1c1ccccc1Br (stereo unspecified) returned TEAD-YAP inh 5, MITF inh 4, FBW7 act 0.1 and GPR151 activ -0.5.
`FC(F)(F)c1ccc(Cn2cnc3c(NCc4nc5ccccc5[nH]4)nc(-c4ccc(N5CCOCC5)nc4)nc32)cc1` gave TEAD-YAP inh 7, MITF inh 14, FBW7 act 0.3 and GPR151 activ 0.5.
O=C(CCC1CCCCC1)Nc1c2c(nn1-c1ccc(F)cc1)CS(=O)(=O)C2 was read as TEAD-YAP inh -11, MITF inh -10, FBW7 act -0.1 and GPR151 activ 1.7.
For COc1cc2nc(-c3ccc(C(=O)NC4CC4)cc3)nc(NCc3nc4ccccc4[nH]3)c2cc1OC the results were TEAD-YAP inh 3, MITF inh 9, FBW7 act -0.1 and GPR151 activ 0.3.
O=C(Cc1ccccc1)Nc1ccnn1C1CCN(Cc2nccs2)CC1 was read as TEAD-YAP inh 7, MITF inh 8, FBW7 act 0.0 and GPR151 activ 0.0.
Screening COc1ccc2c(c1)OCC/C2=N\OC(=O)c1cccc(F)c1 returned TEAD-YAP inh 3, MITF inh 10, FBW7 act 0.0 and GPR151 activ -0.8.
For CC(C)(C)NC(=O)C(c1ccc(F)cc1)N(C(=O)c1csnn1)C1CC1 (stereo unspecified) the results were TEAD-YAP inh -11, MITF inh 5, FBW7 act -0.1 and GPR151 activ 0.9.
For CCOc1cc2c(cc1OCC)C(c1ccccc1)OC(=O)C2 (stereo unspecified) the results were TEAD-YAP inh 7, MITF inh 4, FBW7 act 0.2 and GPR151 activ 0.3.
`CCN(CC)S(=O)(=O)N1CCC(C(=O)NCCN2CCOCC2)CC1` gave TEAD-YAP inh 0, MITF inh -2, FBW7 act 0.1 and GPR151 activ 0.1.
CCOc1cc(S(=O)(=O)N2CCN=C2c2ccccc2)ccc1Cl was read as TEAD-YAP inh 6, MITF inh 6, FBW7 act 0.3 and GPR151 activ -0.7.
For CC(NC(=O)CN(Cc1ccc(Cl)cc1)S(C)(=O)=O)c1ccccc1 (stereo unspecified) the results were TEAD-YAP inh -5, MITF inh -4, FBW7 act -0.1 and GPR151 activ -0.1.
Screening O=C(NCCc1ccc(O)cc1)c1ccnc(Nc2ccncc2)c1 returned TEAD-YAP inh -2, MITF inh -1, FBW7 act 0.1 and GPR151 activ 1.1.
For COc1ccc(NC(=O)c2ccc(OC(=S)N3CCOCC3)cc2)cc1 the results were TEAD-YAP inh -6, MITF inh 10, FBW7 act 0.0 and GPR151 activ 0.0.
`CCC(C)N1C(=O)C2C(C(=O)Nc3cc(Cl)cc(Cl)c3)C3C=CC2(O3)C1C(=O)NC1CCCC(C)C1C` (stereo unspecified) gave TEAD-YAP inh 1, MITF inh -4, FBW7 act 0.0 and GPR151 activ -0.3.
`CCN1CCN(c2nc3ccccn3c(=O)c2/C=C2\SC(=S)N(C(C)C)C2=O)CC1` gave TEAD-YAP inh -2, MITF inh 25, FBW7 act -0.1 and GPR151 activ 0.3.
`COCCNC(=O)Nc1cc(OC)cc2cccnc12` gave TEAD-YAP inh 10, MITF inh 8, FBW7 act -0.1 and GPR151 activ 3.2.
Screening CCOCCn1c(SCC(=O)O)nc2c1c(=O)[nH]c(=O)n2C returned TEAD-YAP inh 0, MITF inh -4, FBW7 act 0.5 and GPR151 activ 0.0.
For CSc1nsc(SCC(=O)Nc2cccc(C(F)(F)F)c2)n1 the results were TEAD-YAP inh -6, MITF inh -6, FBW7 act -0.1 and GPR151 activ 0.6.
Screening O=S(=O)(NCCc1csc2nc(-c3ccccc3)nn12)c1ccc2c(c1)OCCO2 returned TEAD-YAP inh 6, MITF inh 42, FBW7 act 0.3 and GPR151 activ -2.1.
`Cc1cc(C)c(C)c(OCC(=O)Nc2ccc(C(N)=O)cc2)c1` gave TEAD-YAP inh -7, MITF inh 9, FBW7 act 0.4 and GPR151 activ -0.8.
Cc1ccc(OCc2nc(-c3cccnc3)no2)c(Br)c1 was read as TEAD-YAP inh -49, MITF inh -8, FBW7 act -0.1 and GPR151 activ 0.9.
Screening Cc1nnc(SCC(=O)Nc2nnc(C(C)C)s2)[nH]c1=O returned TEAD-YAP inh -19, MITF inh -8, FBW7 act 0.0 and GPR151 activ 0.3.
CCCC1=NN2C(=N)/C(=C/c3ccc(N(C)C)cc3)C(=O)N=C2S1 was read as TEAD-YAP inh 2, MITF inh 7, FBW7 act -0.2 and GPR151 activ 0.7.
`COC(=O)Nc1ccc(S(=O)(=O)N2CCCCCC2)cc1` gave TEAD-YAP inh -2, MITF inh 7, FBW7 act -0.1 and GPR151 activ -1.0.
For CCN(CC)C(=O)Cc1c(C(=O)O)[nH]c2ccccc12 the results were TEAD-YAP inh 2, MITF inh 5, FBW7 act 0.1 and GPR151 activ 0.6.
`CC(C)(COC(=O)CN1CCCC1)COC(=O)CN1CCCC1` gave TEAD-YAP inh 5, MITF inh 20, FBW7 act 0.2 and GPR151 activ -0.7.
Screening COc1ccc(C2C(C(=O)OC3CCCCC3)=C(C)NC3=C2C(=O)CC(C)(C)C3)cc1 (stereo unspecified) returned TEAD-YAP inh -1, MITF inh -4, FBW7 act 0.8 and GPR151 activ -0.7.
Cc1ccc2c(c1)cc(CN(Cc1ccc(F)cc1)C(=O)N(C)C)c1nnnn12 was read as TEAD-YAP inh 6, MITF inh 1, FBW7 act 0.0 and GPR151 activ -0.5.
Screening c1coc(-c2nnc(C3CCCCC3)o2)c1 returned TEAD-YAP inh -9, MITF inh 15, FBW7 act 0.9 and GPR151 activ 0.6.
`CC(C)(C)c1ccc(NC(=O)c2snc3c(=O)[nH]cnc23)cc1` gave TEAD-YAP inh 3, MITF inh 10, FBW7 act 0.1 and GPR151 activ -1.5.
For Cc1ccc(-c2nnn(CC(=O)N(CC(=O)NC(C)(C)C)c3ccc(C(C)C)cc3)n2)o1 the results were TEAD-YAP inh 8, MITF inh 4, FBW7 act 0.0 and GPR151 activ -0.9.
Screening CCCCCCOC(=O)C(NC(=O)c1ccccc1)c1ccccc1 (stereo unspecified) returned TEAD-YAP inh 4, MITF inh 2, FBW7 act 0.0 and GPR151 activ 0.7.
Cc1csc(CN(C)Cc2c(C(=O)N3C[C@@H](C)O[C@@H](C)C3)nc3sccn23)n1 was read as TEAD-YAP inh -4, MITF inh 1, FBW7 act -0.1 and GPR151 activ 1.3.
For O=C1C=C(NCc2ccc(Cl)cc2)CC(c2ccco2)C1 (stereo unspecified) the results were TEAD-YAP inh 16, MITF inh 11, FBW7 act 0.3 and GPR151 activ -0.7.
`CCCn1c(=O)c2c(nc3n(-c4ccccc4OC)c(C)c(C)n23)n(C)c1=O` gave TEAD-YAP inh 1, MITF inh 10, FBW7 act 0.0 and GPR151 activ -0.8.

Next part; the last 2 above are carried over.
For O=C1C=C(NCc2ccc(Cl)cc2)CC(c2ccco2)C1 (stereo unspecified) the results were TEAD-YAP inh 16, MITF inh 11, FBW7 act 0.3 and GPR151 activ -0.7.
`CCCn1c(=O)c2c(nc3n(-c4ccccc4OC)c(C)c(C)n23)n(C)c1=O` gave TEAD-YAP inh 1, MITF inh 10, FBW7 act 0.0 and GPR151 activ -0.8.
CCOc1ccc(S(=O)(=O)Nc2ccc(S(=O)(=O)Nc3nccs3)cc2)cc1 was read as TEAD-YAP inh -3, MITF inh 3, FBW7 act -0.2 and GPR151 activ 0.1.
COC(=O)c1cc(OC)c(OC)cc1NC(=O)Cc1ccc(C)cc1 was read as TEAD-YAP inh 5, MITF inh 8, FBW7 act 0.0 and GPR151 activ 1.7.
CCOC(=O)C1(Cc2ccccc2)CCCN(S(=O)(=O)c2ccc(OC)cc2OC)C1 (stereo unspecified) was read as TEAD-YAP inh 6, MITF inh 10, FBW7 act -0.1 and GPR151 activ 0.3.
`COc1ccc(S(=O)(=O)N(C)CC(=O)Nc2ccccc2OC)cc1` gave TEAD-YAP inh 3, MITF inh 12, FBW7 act 0.5 and GPR151 activ -1.6.
Screening Cc1cc(C)cc(NC(=O)C(OC(=O)C2CCC(=O)N2)c2ccccc2)c1 (stereo unspecified) returned TEAD-YAP inh -7, MITF inh 2, FBW7 act 0.5 and GPR151 activ -0.4.
COc1ccc(C(CC(=O)c2ccccc2)SCCO)cc1 (stereo unspecified) was read as TEAD-YAP inh -31, MITF inh 3, FBW7 act 0.1 and GPR151 activ 0.1.
Screening COc1ccc(C(=O)NC(=S)Nc2ccc3c(c2)C(=O)N(C)C3=O)cc1Br returned TEAD-YAP inh -3, MITF inh -7, FBW7 act 0.1 and GPR151 activ 0.2.
`COc1cc(SC)ccc1C(=O)OCC(=O)c1cc(C)n(Cc2ccco2)c1C` gave TEAD-YAP inh -1, MITF inh 0, FBW7 act -0.2 and GPR151 activ 0.3.
`CC1(c2ccc3c(c2)OCCO3)NC(=O)N(CCOc2ccccc2Cl)C1=O` (stereo unspecified) gave TEAD-YAP inh 5, MITF inh -3, FBW7 act -0.1 and GPR151 activ 0.0.
Screening Cn1c(=O)c2c(ncn2CC(=O)Nc2ccc(Cl)cn2)n(C)c1=O returned TEAD-YAP inh -6, MITF inh -2, FBW7 act 0.1 and GPR151 activ 1.7.
CCOC(=O)c1ccc(NC(=O)C2CC(=O)N(C)C(=Nc3ccc(OC)cc3)S2)cc1 (stereo unspecified) was read as TEAD-YAP inh 8, MITF inh 5, FBW7 act 0.1 and GPR151 activ 0.6.
For Cc1onc(-c2ccccc2)c1C(=O)Nc1ccc2ccccc2n1 the results were TEAD-YAP inh 9, MITF inh 3, FBW7 act -0.1 and GPR151 activ 0.3.
CCCCn1c(CCCNC(=O)CCC)nc2ccccc21 was read as TEAD-YAP inh -5, MITF inh -5, FBW7 act 0.0 and GPR151 activ 0.3.
`CCOc1cc2c(cc1OCC)C(c1ccccc1F)NCC2` (stereo unspecified) gave TEAD-YAP inh 1, MITF inh 9, FBW7 act 0.0 and GPR151 activ 3.1.
Screening COC(=O)c1c(NC(=O)COc2ccc(C(C)(C)C)cc2)sc2c1C(C(=O)OC)CC2 (stereo unspecified) returned TEAD-YAP inh -5, MITF inh 7, FBW7 act 0.2 and GPR151 activ 0.2.
Screening CC[C@H](Cn1ncc2ccccc2c1=O)NC(=O)Cc1cc(OC)c(OC)c(OC)c1 returned TEAD-YAP inh 3, MITF inh -11, FBW7 act 0.0 and GPR151 activ -0.3.
Screening Brc1ccc(Nc2nc(-c3ccc(Br)cc3)cs2)cc1 returned TEAD-YAP inh -6, MITF inh 10, FBW7 act -0.2 and GPR151 activ 0.3.
For CCOc1cc(/C=C2/C(=O)NC(=O)N(c3ccccc3)C2=O)cc([N+](=O)[O-])c1O the results were TEAD-YAP inh 7, MITF inh 8, FBW7 act -0.1 and GPR151 activ 0.9.
Screening COc1ccc(-n2cc(-c3ccccc3)c3c(SCc4ccc(C)cc4)ncnc32)cc1 returned TEAD-YAP inh -1, MITF inh -10, FBW7 act 0.0 and GPR151 activ 0.5.
`CC(C)CNC(=O)CN1C(=O)NC(Cc2c[nH]c3ccccc23)C1=O` (stereo unspecified) gave TEAD-YAP inh 4, MITF inh 1, FBW7 act 0.1 and GPR151 activ -0.2.
For O=C(CCc1nnc(Cc2c[nH]c3ccccc23)o1)N(Cc1ccncc1)CC1CCCO1 (stereo unspecified) the results were TEAD-YAP inh 4, MITF inh -3, FBW7 act 0.0 and GPR151 activ -0.9.
COc1ccc(OC)c(NC(=O)c2cc(S(=O)(=O)NCc3ccccc3)ccc2F)c1 was read as TEAD-YAP inh -5, MITF inh 0, FBW7 act 0.0 and GPR151 activ 0.6.

Rows were taken by chance; overall some 3.4% were active at least once.
